HBB splicing = modulators of hemoglobin beta chain splicing. hit rate 0.06% among 65,000. AID 925. HBB splicing reporter cell assay, activation; EGFP reporter with mutant IVS2-654 intron; response scale: normalised to 500 nM splice-correcting PNA. Potency, µM (series often up to 46.1 µM), for inactives: at the highest dose activation, actives largely listed as activators; also: potency is read from the fitted curve at half-maximal effect; 0% is about no effect
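HeLa cells stably expressing EGFP interrupted by mutant beta-globin intron 2 (IVS2-654), 500/well in 2% FCS. Treated with compound for 2 days at 37C. Splicing correction scored as total well GFP intensity (488 nm excitation, 500-520 nm emission); 500 nM antisense PNA served as control.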
Hsp90 Hop PPI = changes Hsp90-Hop TPR2A binding signal, up or down. AlphaScreen TPR2A-His6 binding biotin-Hsp90 C-terminal peptide. Potency, µM (doses to about 57 µM), for inactives: top-dose activity change, negative = inhibition. hit rate 0.44% among 71,000; active = well fitted curve in either direction with a large enough effect; inconclusive = small, poorly fitted or top-dose-only effect, or another doubt; also: potency is read from the fitted curve at half-maximal effect; % is scaled to controls: 0 for no effect and ±100 for the full control effect; many of its hits are not listed in these tables
CRE Fsk mod = CRE-bla signaling modulation under forskolin stimulation | CHO CRE-bla reporter (cAMP response element driving beta-lactamase), forskolin EC10, beta-lactamase ratio | Potency, µM (highest dose often 38.2 µM), for inactives: at the top dose activity change, negative = inhibition, actives largely listed as activators | hit rate 2.5% among 71,000; active = well fitted activation curve with a large enough effect in the signal ratio, with a control signal flat, not every such curve was filed as active; inconclusive = small, poorly fitted or top-dose-only effect, or effect the other way, or a change in a side signal; the % refers to the signal ratio; also: potency is read from the fitted curve at half-maximal effect; % of control where 0% means no effect
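Reporter-gene assay: CHO cells with beta-lactamase behind cAMP responsive elements, co-treated with compound and EC10 NKH 477 for 3 hours at 37 degrees Celsius. Activity came from the 460/530 nm CCF4 emission ratio.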
UbGFP stabilizer = inhibits proteasome, raising ubiquitin-GFP reporter fluorescence; Ubiquitin-GFP reporter cells, proteasome inhibition, GFP fluorescence; response scale: untreated = 0%, 10 µM MG-132 = 100%; Potency, µM (top dose mostly 45.9 µM), inactives show top-dose activation (GFP accumulation), hits mostly activators; 67,000 tested, under 10 active; active = well fitted activation curve with a large enough effect, not every such curve was filed as active; inconclusive = small, poorly fitted or top-dose-only effect, or another doubt; inactive = no such curve, though single readings can be large or run the other way; also: potency is read from the fitted curve at half-maximal effect
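U2OS cells stably expressing ubiquitin(G76V)-GFP, seeded overnight in 0.5% FBS medium, were exposed to compounds (qHTS, 46 uM to 2.9 nM) for 4 hr at 37 °C. GFP-positive cells were counted by laser cytometry (488 ex/515 em), normalized between basal and 10 uM MG-132.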
Luciferase inh = inhibitors of firefly luciferase | hit rate 2.2% among 72,000 | AID 411 | Potency, µM (series often up to 57.1 µM), without a hit: at the highest dose activity change, negative = inhibition, usual class: inhibitors | P08659 | purified firefly luciferase, luminescence, 8 min; also: potency is read from the fitted curve at half-maximal effect; % is scaled to controls: 0 for no effect and ±100 for the full control effect; nearly all actives have a fitted effect of over 40% in size
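Inhibition of light generation by firefly luciferase from ATP and luciferin was profiled with concentration-response curves per sample, ATP held at 10 uM within the enzyme's linear range. Plates were read by luminescence after an 8-minute ambient incubation.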
DNA Pol III inh = blocks replication by bacterial DNA polymerase III holoenzyme. AID 603. reconstituted DNA polymerase III holoenzyme replication, biochemical. hit rate 0.25% among 71,000. Potency, µM (top dose mostly 57.1 µM), inactives show at the highest dose activity change, negative = inhibition; also: potency is read from the fitted curve at half-maximal effect; % is scaled to controls: 0 for no effect and ±100 for the full control effect
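Reconstituted *E. coli* holoenzyme (0.35 nM Pol III, 1 nM beta, 154 nM SSB, 2 nM primase) was preincubated with compound for 15 min at RT. Synthesis on 1.4 nM ssM13Gori ran 35 min, then was stopped with PicoGreen/EDTA and read as dsDNA fluorescence.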
GFP derepression = epigenetic modulators derepressing GFP locus in mouse cells | hit rate 0.09% among 68,000 | mouse C127i GFP locus derepression, cytometry, 30 h | Potency, µM (series often up to 46.1 µM), without a hit: top-dose GFP derepression (activation) | AID 597; also: % of control where 0% means no effect
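Read-out is the number of GFP-positive cells, scored as fluorescent objects 20 to 120 um wide, reflecting derepression of a silenced CMV-GFP reporter in murine C127i cells after 30 h compound exposure at 37 C.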
ERK AVP inh = inhibitors of vasopressin-stimulated ERK signaling pathway; HEK293-V1b, vasopressin-stimulated pERK AlphaScreen; Potency, µM (top dose mostly 57.5 µM), for inactives: top-dose activity, negative = inhibition, usual class: inhibitors; hit rate 0.99% among 72,000; AID 995; also: potency is read from the fitted curve at half-maximal effect; % is scaled to controls: 0 for no effect and ±100 for the full control effect; nearly all actives have a fitted effect of over 55% in size
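Overnight-seeded V1b-HEK293 cells in 1% FBS got compound, then vasopressin (25 nM final, 5 min, 37C), then lysis buffer. AlphaScreen detection of phospho-ERK; activity normalized to basal and full-stimulation controls.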
HADH2 inh = inhibitors of human HADH2 dehydrogenase | AID 886 | hit rate 3.4% among 73,000 | recombinant HADH2, NADH fluorescence, beta-hydroxybutyryl-CoA | Potency, µM (series often up to 57.1 µM), inactives show top-dose activity change, negative = inhibition, actives largely listed as inhibitors | Q99714; also: potency is read from the fitted curve at half-maximal effect; % is scaled to controls: 0 for no effect and ±100 for the full control effect; nearly all actives have a fitted effect of over 60% in size; many of its hits are not listed in these tables
Target sequence (Q99714 whole entry, looked up, one chain of several): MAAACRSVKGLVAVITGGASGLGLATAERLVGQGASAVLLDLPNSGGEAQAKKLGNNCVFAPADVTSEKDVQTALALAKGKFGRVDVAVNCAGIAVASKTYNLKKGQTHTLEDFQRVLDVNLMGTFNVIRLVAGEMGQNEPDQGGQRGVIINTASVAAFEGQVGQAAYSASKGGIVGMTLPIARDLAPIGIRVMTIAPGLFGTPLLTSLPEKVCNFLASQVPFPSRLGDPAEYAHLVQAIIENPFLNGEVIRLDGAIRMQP
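Activity measured as NADH fluorescence gain (360/450 nm), taken as the change between first and last reads of a 4-min kinetic run. Conditions: pH 9.0 Tris buffer, 20 nM E. coli-expressed His-tagged enzyme, 1 mM NAD+, 90 uM beta-hydroxybutyryl-CoA; 15-min compound preincubation.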
15-hLO inh = inhibitors of human 15-lipoxygenase (ALOX15); P16050; purified 15hLO-1, xylenol orange hydroperoxide absorbance; Potency, µM (series often up to 57.1 µM), for the others: at the top dose activity change, negative = inhibition, most hits filed as inhibitors; hit rate 1.4% among 74,000; AID 887; also: potency is read from the fitted curve at half-maximal effect; % is scaled to controls: 0 for no effect and ±100 for the full control effect; nearly all actives have a fitted effect of over 55% in size
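Readout: Fe(III)-xylenol orange absorbance, 573-to-405 nm ratio as reaction progress. Enzyme 40 nM purified human 15hLO-1, substrate 50 uM arachidonic acid, 6 min RT after 15 min compound preincubation; Hepes pH 7.5 buffer with Triton X-100.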
Tau filament bind = tau filament binding; P10636; recombinant tau filaments, thioflavin S fluorescence, 15 h; filaments grown with octadecylsulfate alongside compound; Potency, µM (top dose mostly 57.1 µM), for inactives: top-dose activity change, negative = inhibition; hit rate 2% among 71,000; AID 596;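 also: potency is read from the fitted curve at half-maximal effect; % is scaled to controls: 0 for no effect and ±100 for the full control effect; actives lower thioflavin S fluorescence by blocking filaments or displacing dye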
Target sequence (P10636 whole entry, looked up): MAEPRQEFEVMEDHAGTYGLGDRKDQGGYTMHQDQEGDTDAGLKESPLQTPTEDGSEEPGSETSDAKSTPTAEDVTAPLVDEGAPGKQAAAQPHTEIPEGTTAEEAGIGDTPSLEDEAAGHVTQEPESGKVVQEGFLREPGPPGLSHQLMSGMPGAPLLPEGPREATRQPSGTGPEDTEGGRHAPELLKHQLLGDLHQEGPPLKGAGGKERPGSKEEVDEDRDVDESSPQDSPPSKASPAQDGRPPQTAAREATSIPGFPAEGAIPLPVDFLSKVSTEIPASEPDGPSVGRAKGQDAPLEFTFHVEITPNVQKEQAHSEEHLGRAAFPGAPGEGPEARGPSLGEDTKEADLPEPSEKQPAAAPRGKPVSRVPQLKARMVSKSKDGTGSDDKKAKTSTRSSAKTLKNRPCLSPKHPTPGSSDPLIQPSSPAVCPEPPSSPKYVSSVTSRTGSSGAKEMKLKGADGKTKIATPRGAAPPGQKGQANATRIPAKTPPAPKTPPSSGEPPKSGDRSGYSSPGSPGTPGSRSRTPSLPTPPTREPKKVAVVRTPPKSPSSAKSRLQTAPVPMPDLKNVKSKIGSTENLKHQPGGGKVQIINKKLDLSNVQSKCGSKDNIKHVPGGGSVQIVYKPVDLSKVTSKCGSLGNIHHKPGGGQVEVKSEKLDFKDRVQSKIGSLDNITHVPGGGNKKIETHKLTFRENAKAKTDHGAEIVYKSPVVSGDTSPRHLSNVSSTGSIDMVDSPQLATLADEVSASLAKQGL
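Read-out: ThS fluorescence, 450 nm excitation/510 nm emission; lower signal marks blocked filament formation or displaced dye. Tau at 1 uM with 30 uM ODS, 10 uM ThS, 5 mM DTT, 100 mM NaCl, 10 mM HEPES pH 7.4; 15 h, 37 C.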
Starred values were filed as active, the others as inactive; ? = inconclusive; . = not tested or not shown; [ ] = another dose, or the depositor's remark. Unless noted, calls follow the shape of the dose curve; as a rule, active = well fitted curve in the direction sought with a large enough effect; inconclusive = small, poorly fitted or top-dose-only effect, or another doubt; inactive = no such curve, though single readings can be large; an effect the other way counts as inactive or inconclusive.

Below each SMILES: HBB splicing | Hsp90 Hop PPI | CRE Fsk mod | UbGFP stabilizer | Luciferase inh | DNA Pol III inh | GFP derepression | ERK AVP inh | HADH2 inh | 15-hLO inh | Tau filament bind
- COc1ccccc1-c1cncnc1NCCc1cnc[nH]1
    0.6% | -2% | -18% | -8% | -4%[2.29 µM] | -1% | 9%[9.22 µM] | -18% | 9% | 6% | -9%
- O=C(O)c1cccc(C(=O)Nc2cccc(NC(=O)C3CCCO3)c2)c1 (centres undefined)
    -0.2% | 2% | 7% | 0% | -27% | -11% | 2% | -7% | -1% | 5% | -4%
- COc1ccc(C)cc1S(=O)(=O)Nc1ccc(F)c(Cl)c1
    -1.1% | -2% | -23% | -6% | 2% | -2% | 0% | 14% | 3% | -17% | -13%
- Cn1c(=O)[nH]c(=O)c2c1nc(N1CCN(Cc3ccccc3)CC1)n2CCCc1ccccc1
    3.1% | -4% | 6% | -3% | 2% | 7% | -2% | -27% | 13% | -15% | 9%
- O=S(=O)(c1cccc(-c2nnc(SCc3nc4ccccc4s3)o2)c1)N1CCOCC1
    -3.0% | -4% | ? | -3% | -6% | 10% | 1% | -19% | -3% | -2% | ?
- O=C(CN(CC1CCCO1)C(=O)CNS(=O)(=O)c1ccccc1)NCc1ccccc1 (centres undefined)
    . | 1% | -5% | 6% | -3% | 0% | 0% | -6% | 16% | -1% | 6%
- COc1cccc(-n2c(COc3ccc(C)cc3)nnc2SCC(=O)O)c1
    2.7% | ? | ? | -8% | 0% | -10% | 0% | -25% | 1% | -1% | -5%
- COc1ccc(Oc2ncc3nc(-c4cccs4)c(=O)n(-c4ccccc4)c3n2)cc1
    2.1% | -13% | ? | 10% | 1%[11.4 µM] | -2% | 10%[9.22 µM] | 14% | 6% | 14% | 138%
- CC(C)N(C(=O)CSc1nnc(NC(=O)C2CCC2)s1)C(C)C
    . | -3% | 4% | 0% | 3% | -6% | 1% | -17% | 5% | 8% | 1%
- COc1ccc(-c2ccc(-c3nnc(-c4cc(OC)ccc4OC)o3)cc2)cc1
    -1.0% | -4% | ? | 4% | 0% | -4% | 0% | -9% | 7.9µM* | -2% | 13%
- CCOc1ccc(N2CC(C(=O)Nc3ncccc3C)CC2=O)cc1 (centres undefined)
    -0.1%[9.22 µM] | -3% | 3% | -1% | 0% | -16% | -2% | -13% | 7% | 2% | 4%
- CCC(=O)N1CCc2cc(Br)cc(S(=O)(=O)NCC3CCCN3CC)c21 (centres undefined)
    5.7% | 3% | 5% | 4% | 1% | -9% | 0% | -2% | 7% | -6% | 13%
- CCCCc1nc2ccccc2c(=O)n1NC(=O)c1c(O)c2cccc3c2n(c1=O)CC3
    0.0%[57.5 µM] | 0% | -3% | -3% | 1% | -3% | 0% | 19% | -26% | 16% | -3%
- O=C(NCCCn1ccnc1)c1cc(S(=O)(=O)N2CCOCC2)c(Cl)cc1Cl
    -5.3% | -7% | ? | -2% | 1% | -3% | 4% | -4% | 8% | 8% | -2%
- Cc1cc(-n2c(C)cc(C(=O)CN3C(=O)NC4(CCCC4)C3=O)c2C)no1
    -0.1%[57.5 µM] | -6% | -1% | 11% | -5% | 2% | -2% | 1% | 18% | 0% | -2%

A draw from above in order of formula weight, low to high:
Below each SMILES: HBB splicing | Hsp90 Hop PPI | CRE Fsk mod | UbGFP stabilizer | Luciferase inh | DNA Pol III inh | GFP derepression | ERK AVP inh | HADH2 inh | 15-hLO inh | Tau filament bind
- COc1ccc(-c2ccc(-c3nnc(-c4cc(OC)ccc4OC)o3)cc2)cc1
    -1.0% | -4% | ? | 4% | 0% | -4% | 0% | -9% | 7.9µM* | -2% | 13%
- CCCCc1nc2ccccc2c(=O)n1NC(=O)c1c(O)c2cccc3c2n(c1=O)CC3
    0.0%[57.5 µM] | 0% | -3% | -3% | 1% | -3% | 0% | 19% | -26% | 16% | -3%
- CCC(=O)N1CCc2cc(Br)cc(S(=O)(=O)NCC3CCCN3CC)c21 (centres undefined)
    5.7% | 3% | 5% | 4% | 1% | -9% | 0% | -2% | 7% | -6% | 13%
- O=C(CN(CC1CCCO1)C(=O)CNS(=O)(=O)c1ccccc1)NCc1ccccc1 (centres undefined)
    . | 1% | -5% | 6% | -3% | 0% | 0% | -6% | 16% | -1% | 6%

More results
Below each SMILES: HBB splicing | Hsp90 Hop PPI | CRE Fsk mod | UbGFP stabilizer | Luciferase inh | DNA Pol III inh | GFP derepression | ERK AVP inh | HADH2 inh | 15-hLO inh | Tau filament bind
- Cc1c(NC(=O)COC(=O)c2cc3c4ccccc4n(C)c3s2)c(=O)n(-c2ccccc2)n1C
    -3.6% | -4% | ? | -11% | -6% | -2% | 2% | 7% | ? | -28% | -5%
- Cc1ccc(S(=O)(=O)N2CCC(C(=O)N3Cc4ccccc4C3)CC2)cc1
    . | 0% | -3% | 0% | 3% | -4% | -2% | 3% | -2% | 4% | 2%
- CCCc1nc2oc(C(=O)OCC)c(N)c2c2c1COC(C)(C)C2
    0.1%[0.369 µM] | 1% | ? | . | -2% | -5% | -2% | -25% | 95% | -9% | -15%
- O=c1c(-c2cccc(Cl)c2)nc2cncnc2n1-c1ccccc1
    1.4% | -5% | ? | -6% | 2%[11.4 µM] | -5% | -3%[9.22 µM] | ? | 3% | 2% | 5%
- C=CCn1c(SCC(=O)Nc2cccc(C(=O)OC)c2)nnc1C(C)NC(=O)c1cccs1 (centres undefined)
    0.5% | 0% | -5% | 9% | 3% | 0% | 0% | -12% | 5% | 3% | 5%
- CCn1cc(CNC(=O)c2cc(Cl)ccc2OC)c(C)n1
    0.6%[0.0738 µM] | -5%[11 µM] | ? | 5%[9.17 µM] | 4% | 2%[11.4 µM] | 0% | -5% | 2%[11.4 µM] | -1%[11.4 µM] | 0%[11.4 µM]
- COC(=O)C1=C(C)NC2=C(C(=O)CC(C)(C)C2)C1c1cccc(C)n1 (centres undefined)
    . | -2% | 7% | -2% | 6% | 1% | -3% | 9% | 25µM* | -7% | 2%
- CC(C(=O)NCc1cccnc1)N1C(=O)c2ccccc2C1=O (centres undefined)
    0.3%[57.5 µM] | -4% | 1% | 1% | 0% | -7% | 0% | -2% | 8% | -3% | -11%
- CC1CCN(C(=O)CN2C(=O)C(C)(C)Oc3ccc(C(=O)NC4CCCC4)cc32)CC1
    . | -3% | -5% | 0% | 3% | -4% | 2% | -12% | 13% | 0% | 4%
- CCCCN1CSC(=S)N(Cc2ccccc2)C1
    3.9%[9.22 µM] | -2%[11 µM] | ? | 2%[9.17 µM] | 2%[11.4 µM] | -12%[11.4 µM] | 3%[9.22 µM] | -11%[11.5 µM] | ? | ? | 1%[11.4 µM]
- COc1cccc(-c2cncnc2NCCN2CCOCC2)c1
    -0.5% | -7% | 12% | 3% | 3%[2.29 µM] | 0% | 3%[9.22 µM] | 6% | ? | ? | -4%
- O=C(NCc1ccco1)C(c1ccccc1)N(Cc1cccnc1)C(=O)Cn1nnc2ccccc21 (centres undefined)
    0.2%[57.5 µM] | -2% | -16% | 11% | 2% | 8% | -2% | -10% | -1% | 11% | 3%
- CN1CCN(S(=O)(=O)c2ccc(N(C)CC(=O)Nc3ccc(F)cc3)nc2)CC1
    0.1%[57.5 µM] | -1% | -4% | 2% | 2% | 0% | -2% | 7% | 1% | 2% | -6%

High-throughput results from PubChem BioAssay.

These rows are one share of the data. The share of hits here may be higher or lower than overall.
